High-throughput results deposited in PubChem by several laboratories.
RGS8-Gao – human RGS8-Galphao interaction regulation; P09471; multiplexed bead flow cytometry, RGS8-Galphao binding; actives lie on both sides; response (percent of control binding), % at 10 µM; 220,000 compounds, 0.34% hits; AID 1423; in the data active = response below about 60% or above about 140%; inactive = in between;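 also: Galphao activated as the GDP aluminium fluoride complex binding bead-coupled RGS8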
Target sequence (P09471 whole entry, looked up): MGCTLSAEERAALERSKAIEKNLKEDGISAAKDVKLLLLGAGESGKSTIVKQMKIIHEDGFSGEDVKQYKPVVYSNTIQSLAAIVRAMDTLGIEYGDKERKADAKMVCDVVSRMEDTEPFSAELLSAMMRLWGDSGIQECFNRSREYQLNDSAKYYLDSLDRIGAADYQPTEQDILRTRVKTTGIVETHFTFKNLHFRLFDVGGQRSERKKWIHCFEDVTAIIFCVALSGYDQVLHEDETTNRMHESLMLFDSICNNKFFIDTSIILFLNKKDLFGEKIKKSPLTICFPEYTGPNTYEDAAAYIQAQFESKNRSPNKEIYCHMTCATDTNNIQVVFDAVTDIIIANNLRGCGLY
Mcl1-Bid inh – disrupts binding of human Mcl-1 to Bid peptide. TR-FRET Mcl-1/Bid-Dy647 peptide binding, 1536-well. inhibition, % at 21.7 µM. 220,000 compounds, 0.97% hits. Q07820;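 active = compounds that cut the binding signal by more than half at the single screening dose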;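 also: His-tagged Mcl-1 with europium anti-His antibody binding Bid BH3 peptide; 0% = Mcl-1 plus peptide wells and 100% = peptide-only wells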
Bcl-XL Bim block – inhibitors of Bim-Bcl-XL interaction, human | inhibition, % at 10 µM | Q07817 | AID 1007 | 190,000 compounds, 0.04% hits | Bim peptide-Bcl-XL binding, bead flow cytometry, fluorescence
Target sequence (Q07817 whole entry, looked up): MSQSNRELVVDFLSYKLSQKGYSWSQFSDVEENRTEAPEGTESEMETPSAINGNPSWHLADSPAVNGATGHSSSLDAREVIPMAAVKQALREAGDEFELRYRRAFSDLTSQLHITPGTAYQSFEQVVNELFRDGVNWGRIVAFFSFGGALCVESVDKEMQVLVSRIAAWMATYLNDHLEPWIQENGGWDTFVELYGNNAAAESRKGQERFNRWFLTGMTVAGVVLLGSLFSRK
Bim-Mcl-1 – disrupts Bim peptide binding to human Mcl-1. 190,000 compounds, 0.1% hits. Q07820. Bead-based flow cytometry, Bim peptide-Mcl-1 binding. inhibition, % at 10 µM. AID 1009;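 also: 0% = no compound tracer wells and 100% = peptide blocker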
Bim-Bcl-W – disrupts Bim peptide binding to human Bcl-W | Q92843 | bead-based flow cytometry | inhibition, % at 10 µM | 190,000 compounds, 0.02% hits | AID 952;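 also: 0% = bound tracer without compound and 100% = peptide blocker; higher means less fluorescent Bim peptide bound to Bcl-W beads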
Target sequence (Q92843 whole entry, looked up): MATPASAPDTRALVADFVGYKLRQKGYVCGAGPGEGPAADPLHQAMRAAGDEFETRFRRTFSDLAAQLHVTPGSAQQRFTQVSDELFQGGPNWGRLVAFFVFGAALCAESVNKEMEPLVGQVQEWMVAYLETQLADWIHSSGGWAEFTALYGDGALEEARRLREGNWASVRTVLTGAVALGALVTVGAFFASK
Bfl-1 Bim block – disrupts Bim binding to human Bfl-1; Q16548; inhibition, % at 10 µM; 190,000 compounds, 0.12% hits; AID 1008; Bead-based flow cytometry, Bim-Bfl-1 binding inhibition;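 also: 0% = wells without compound plus tracer and 100% = blocker peptide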
RGS4-Gao reg – modulates binding of RGS4 to human Galphao | Multiplexed bead flow cytometry; actives lie on both sides | binding response (% of control), % at 10 µM | 220,000 compounds, 0.33% hits | AID 1415; in the data active = binding response below about 49% or above about 150%; inactive = in between;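 also: fluorescent Galphao activated with aluminum fluoride binding bead-coupled RGS4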
Bim-Bcl-2 – human Bim-Bcl-2 interaction inhibition; AID 950; inhibition, % at 10 µM; Bead-based flow cytometry, Bim peptide-Bcl-2 binding; 190,000 compounds, 0.06% hits; in the data active = inhibition above about 40%; inconclusive = no clear call, values can overlap the other calls;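 also: 0% = no compound wells with probe peptide and 100% = reference peptide inhibitor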
Bcl-B Bim block – inhibitors of Bim-Bcl-B interaction, human; bead-based flow cytometry, Bim peptide-Bcl-B binding; inhibition, % at 10 µM; 190,000 compounds, 0.073% hits; AID 951;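 also: 0% = tracer peptide without compound and 100% = reference inhibitor peptide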
Target sequence (Q9HD36 whole entry, looked up): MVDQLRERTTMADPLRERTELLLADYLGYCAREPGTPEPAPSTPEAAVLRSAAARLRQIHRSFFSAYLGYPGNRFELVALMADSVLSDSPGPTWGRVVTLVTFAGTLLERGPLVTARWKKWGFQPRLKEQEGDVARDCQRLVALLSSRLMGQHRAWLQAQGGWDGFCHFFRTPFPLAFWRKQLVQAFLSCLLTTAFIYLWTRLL
RGS7-Gao reg – regulators of human RGS7-Galphao interaction | P09471 | 220,000 compounds, 0.35% hits | Multiplexed bead flow cytometry, RGS7-Galphao binding; actives lie on both sides | binding response (% of control), % at 10 µM | AID 1439; in the data active = binding response below about 49% or above about 150%; inconclusive = no clear call, values can overlap the other calls; inactive = in between;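 also: fluorescent Galphao held in activated GDP-AlF4 state binding bead-coupled RGS7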
Mcl1 Noxa PPI – disrupts binding of human Mcl-1 to Noxa peptide. 220,000 compounds, 1.5% hits. inhibition, % at 21.7 µM. TR-FRET Mcl-1/Noxa peptide binding, 2 h;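 active = compounds that cut the protein-peptide binding signal by more than 50% relative to plate controls in a single-dose test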;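 also: His-tagged Mcl-1 with rhodamine Noxa BH3 peptide and terbium anti-His antibody; 0% = Mcl-1 plus Noxa peptide wells and 100% = peptide-only wells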
Starred values were filed as active, the others as inactive; ? = inconclusive; nt = not tested or not shown. Rule as the data show it, unless noted: active = inhibition above about 40%.

RGS8-Gao	Mcl1-Bid inh	Bcl-XL Bim block	Bim-Mcl-1	Bim-Bcl-W	Bfl-1 Bim block	RGS4-Gao reg	Bim-Bcl-2	Bcl-B Bim block	RGS7-Gao reg	Mcl1 Noxa PPI	SMILES
106	-8	-3	-2	-1	0	107	-1	-2	102	2	COCCn1c(COc2cccc(OC)c2)nnc1SCC(=O)N1CCOCC1
92	-109	nt	nt	nt	nt	92	nt	nt	?	15	COc1cc(O)c(C(C)=O)c(CC(=O)O)c1
102	-22	1	5	4	-8	102	-4	-5	101	0	COc1ccc(-c2cc(C(=O)NCc3cccnc3)no2)cc1OC
97	15	2	2	0	0	98	-1	1	101	17	O=C1CCCN1CC(CN1CCOCC1)Sc1nnnn1-c1ccccc1 (centres undefined)
100	-1	1	0	0	2	102	0	0	102	21	CO[C@H]1C=CO[C@@]2(C)Oc3c(C)c(O)c4c(O)c(c5c(nc6cc(C)ccn65)c4c3C2=O)NC(=O)C(C)=CC=C[C@H](C)[C@H](O)[C@@H](C)[C@@H](O)[C@@H](C)[C@H](OC(C)=O)[C@@H]1C
102	-31	2	6	3	-8	105	-2	-4	109	-6	Cc1ccccc1-c1noc(-c2ccccc2F)n1
101	-28	-7	-4	-4	-17	102	-7	-11	100	6	O=C1c2cccnc2C(O)N1Cc1ccco1 (centres undefined)
100	-11	-5	-2	-2	-18	99	-6	-8	102	2	COCC(COCCCNC(=O)Nc1ccc(Br)cc1)OC (centres undefined)
101	-3	-4	2	1	-2	99	-3	-1	103	0	COc1ccc(OC)c2[nH]c(=O)c(CCNS(=O)(=O)c3ccccc3)cc12
103	-25	nt	nt	nt	nt	106	nt	nt	?	8	O=C(CCC1CCCN(C(=O)CCCc2ccccc2)C1)N1CCN(c2ccccn2)CC1 (centres undefined)
106	-22	-4	-1	-2	-9	103	-8	-10	103	-14	Cc1cc(NCCN2CCOCC2)n2nc(C)c(-c3ccccc3)c2n1
100	-31	-3	-1	0	-4	102	-5	-2	102	9	O=S(=O)(NC(=S)NC1CCCCC1)c1ccccc1
98	-99	nt	nt	nt	nt	98	nt	nt	?	26	COc1cccc(/C=C/c2ccccn2)c1O
97	-3	-3	0	0	-4	94	-3	-5	95	-9	Cc1ccccc1C(=O)N1CCN=C1SCc1ccc([N+](=O)[O-])cc1
94	-5	-2	-2	-2	-6	96	-2	-1	92	4	CCC(C)NC(=O)COc1ccc(OCc2ccccc2)cc1 (centres undefined)

Individual results from above:
Cc1ccccc1-c1noc(-c2ccccc2F)n1 in Bim-Bcl-W is entered as 3
O=C1CCCN1CC(CN1CCOCC1)Sc1nnnn1-c1ccccc1 (centres undefined) in Mcl1-Bid inh is entered as 15
CCC(C)NC(=O)COc1ccc(OCc2ccccc2)cc1 (centres undefined) in RGS8-Gao is entered as 94

Next section.
RGS8-Gao	Mcl1-Bid inh	Bcl-XL Bim block	Bim-Mcl-1	Bim-Bcl-W	Bfl-1 Bim block	RGS4-Gao reg	Bim-Bcl-2	Bcl-B Bim block	RGS7-Gao reg	Mcl1 Noxa PPI	SMILES
100	-17	1	-1	0	1	98	0	-3	94	9	Cc1ccc(C2C=C(c3ccccc3OC(F)F)Nc3ncnn32)cc1 (centres undefined)
99	-33	0	2	1	-11	100	-6	-4	102	-9	Cc1ccc(N2C(=O)CC(n3nc(C)cc3C)C2=O)cc1 (centres undefined)
105	-40	-5	-3	-2	-6	106	-2	-5	106	23	CCOc1ccc(CN2CCN(C/C=C/c3ccc(OC)cc3)CC2CCO)cc1 (centres undefined)
98	-7	3	-1	2	-11	96	-10	-5	98	nt	CCC(C)(C)C(=O)Nc1ccc(OC)cc1[N+](=O)[O-]
102	-14	-2	-8	-4	-1	101	2	4	100	16	O=C(COc1ccccc1)NCC(=O)N/N=C/C=C/c1ccccc1
96	-11	0	-5	-2	0	96	0	-4	96	-22	CC(C)N(CCNC(=O)C1CCN(S(=O)(=O)N2CCOCC2)CC1)Cc1ccccc1
106	-2	0	1	1	-5	103	-3	-2	101	-1	O=C(Nc1cccc(C(F)(F)F)c1)n1cc(-c2ccccn2)c(N2CCOCC2)n1
101	-32	-2	1	-1	1	97	1	2	99	-3	CC[C@@H](C(=O)n1nc(C)cc1C)[C@H](NS(=O)(=O)c1ccc(C)cc1)c1ccccc1
102	-7	-2	0	-3	4	102	0	0	100	9	CC(=O)Cn1ncc(N2CCCCC2)c(Cl)c1=O
100	-4	-4	-1	-2	-3	103	-5	-7	106	14	O=C(NN1C(=O)c2ccccc2C1=O)C1C2CCCCC21 (centres undefined)
95	-97	nt	nt	nt	nt	96	nt	nt	?	17	COC(=O)CCC(=O)OC1(C)C(=O)C2=CN(CC(C)C)C(c3ccc(OC)cc3)=CC2=C(Br)C1=O (centres undefined)
98	-4	-3	-2	-2	-9	90	-6	-4	101	9	Cc1cc(-c2ccccc2)nc(N(C)N)c1S(C)(=O)=O
100	-10	nt	nt	nt	nt	101	nt	nt	?	3	O=C(O)c1cccc(N2C(=O)CCC2=O)c1
104	-19	-9	-4	0	-15	106	-13	-9	104	-8	CC(NO)/C(=N\O)c1cccs1 (centres undefined)
100	-31	-2	-9	-1	2	101	-5	-23	99	16	CCc1ccc(/C([O-])=C(/C(=S)NCCN2CCOCC2)[n+]2ccccc2)cc1

Single records, from the list above:
Shown for `Cc1ccc(N2C(=O)CC(n3nc(C)cc3C)C2=O)cc1` (centres undefined) : RGS8-Gao = 99; Mcl1-Bid inh = -33; Bcl-XL Bim block = 0; Bim-Mcl-1 = 2; Bim-Bcl-W = 1; Bfl-1 Bim block = -11; RGS4-Gao reg = 100; Bim-Bcl-2 = -6; Bcl-B Bim block = -4; RGS7-Gao reg = 102; Mcl1 Noxa PPI = -9
Shown for `O=C(NN1C(=O)c2ccccc2C1=O)C1C2CCCCC21` (centres undefined) : RGS8-Gao = 100; Mcl1-Bid inh = -4; Bcl-XL Bim block = -4; Bim-Mcl-1 = -1; Bim-Bcl-W = -2; Bfl-1 Bim block = -3; RGS4-Gao reg = 103; Bim-Bcl-2 = -5; Bcl-B Bim block = -7; RGS7-Gao reg = 106; Mcl1 Noxa PPI = 14

Carrying on.
RGS8-Gao	Mcl1-Bid inh	Bcl-XL Bim block	Bim-Mcl-1	Bim-Bcl-W	Bfl-1 Bim block	RGS4-Gao reg	Bim-Bcl-2	Bcl-B Bim block	RGS7-Gao reg	Mcl1 Noxa PPI	SMILES
102	-12	-3	-1	0	-5	102	-1	-4	95	10	COc1ccc(CN(Cc2ccccn2)S(=O)(=O)c2ccc(-n3cnnn3)cc2)cc1
102	-10	-4	1	0	-7	102	-1	-2	100	-24	Cc1cc2c(ncn2C(C)C)c(NS(=O)(=O)c2ccc(F)cc2)c1C
101	-80	5	0	0	-9	103	-10	-5	100	-9	Cc1ccc(CCNC(=O)C2CCN(C(=O)c3sccc3-n3cccc3)CC2)cc1
102	8	0	0	5	-10	98	-2	-3	96	10	CCOc1ccc(N2CC(C(=O)Nc3ccc(S(=O)(=O)Nc4ncccn4)cc3)CC2=O)cc1 (centres undefined)
103	1	nt	nt	nt	nt	108	nt	nt	?	-15	O=[N+]([O-])c1cccc(-c2nnc(C3CC3)o2)c1
98	-41	1	2	5	-1	99	0	-7	111	10	COc1ccc(C2C3=C(CCCC3=O)Nc3ccc4ncccc4c32)cc1OC (centres undefined)
100	-30	-4	3	0	-12	104	0	-6	100	9	CCOC(=O)CC1(c2ccccc2)CCOC(C)(C)C1 (centres undefined)
107	36	-5	-5	-8	-3	104	-8	0	101	11	CCCn1[nH]cc(SC)c(=O)c1=O
101	-2	nt	nt	nt	nt	104	nt	nt	?	-8	O=C(NNS(=O)(=O)c1ccc(F)cc1)c1cnn(-c2ccccc2)c1C(F)(F)F
102	-34	-7	-5	-3	-2	99	-4	-5	97	8	O=C(NNS(=O)(=O)c1ccc2ccccc2c1)NC1CCCCC1
100	-18	0	0	-1	-5	102	1	-4	110	11	CN(Cc1ccccc1)C(=O)c1nc2ccccn2c1CNCCCOc1cccnc1
106	-26	-3	0	0	-4	106	0	-9	108	2	Cc1oc(-c2cc(F)ccc2F)nc1CN1CCN(C)C(=O)[C@@H]1C
97	-8	-4	0	-2	-4	93	0	-5	95	15	CCc1nnc(NC(=O)Cn2nc(-c3ccc(OC)c(OC)c3)ccc2=O)s1
102	-12	-4	-1	-1	-1	99	-4	-4	100	-12	CC(=O)c1cnc2nc(C(F)(F)F)nn2c1C
100	6	nt	nt	nt	nt	100	nt	nt	?	51*	c1ccc(Nc2cccc3c(Nc4ccccc4)cccc23)cc1
102	-7	3	0	0	1	103	-1	0	100	1	O=S(=O)(c1cccc(-c2nnc(-c3cccnc3)o2)c1)N1CCCCC1
99	-4	-2	-4	-3	-4	100	-3	-5	96	25	COc1ccc(N2C(=O)C(CC(=O)Nc3ccccc3)N(CCc3ccc(OC)c(OC)c3)C2=O)cc1 (centres undefined)
99	-14	-1	0	0	-8	96	-2	-6	98	19	O=C1c2ccccc2C(O)N1c1cccnc1 (centres undefined)
96	29	0	-1	0	-12	93	-4	-6	96	-5	O=[N+]([O-])c1ccc(Oc2ccc(F)cc2)c2ccncc12
105	0	3	2	3	-2	100	1	0	104	13	CC(Oc1ccc(Cl)cc1)c1ccn[nH]1 (centres undefined)
102	-6	nt	nt	nt	nt	126	nt	nt	?	-5	OCc1nc2ccccc2n1/N=C/c1cccs1
99	-30	-1	0	0	-2	98	0	-2	97	14	CCCCSCc1cc(C(=O)O)oc1C(C)(C)C
99	15	1	2	3	1	100	0	0	99	-13	COc1ccc2nc(N3CCC(C)CC3)c(C#N)cc2c1
100	12	-6	-3	-3	-7	102	-7	-9	101	28	Cc1ccc(NC(=O)/C=C/c2cccc(C(F)(F)F)c2)cc1
103	-27	-6	-3	-3	-2	101	-7	-5	101	-25	O=C(CSc1nc2c(c(=O)n1-c1ccc(Br)cc1)SCC2)NCC1CCCO1 (centres undefined)
100	-31	-12	-6	-4	-23	98	-12	-13	98	3	COc1ccc(C2OC(=O)CC2C(=O)NC2CCCCCC2)cc1OC (centres undefined)
94	-12	-8	-8	-3	-7	97	0	-4	97	-2	CCOc1ccc(C(O)c2nccn2C)cc1 (centres undefined)
103	-32	-2	0	1	-10	102	-7	-6	101	-16	CCN1CCN(C(=O)c2ccccc2N(Cc2ccccc2)S(C)(=O)=O)CC1
